# LANA DNA inh: inhibitors of KSHV LANA C-terminal domain DNA binding; MBP-C-LANA/FAM-LBS DNA binding, fluorescence polarization; inhibition, % at 9 µM; actives 0.078% (n = 340,000);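 active means highest replicate inhibition at or above 60% at 9 µM, even if other replicates fall short; inactive means all replicates below 60% inhibition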;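 further: 0% = neutral control wells and 100% = 4 µM acridine orange control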
# NSD2 HMT inh: inhibitors of human histone methyltransferase NSD2. O96028. NSD2 peptide methylation, AlphaScreen, 120 min. inhibition, % at 12.5 µM. actives 0.54% (n = 310,000); in the data active means inhibition above about 50%
# PvdQ acylase: P. aeruginosa PvdQ acylase inhibition | purified PvdQ acylase, fluorescence plate reader | actives 0.063% (n = 340,000) | AID 488965 | inhibition, % at 10 µM; in the data active means inhibition above about 30%, passing the limit was not always enough;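 further: 0% = vehicle neutral wells and 100% = reference inhibitor wells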
# CDK5 inh: blocks human CDK5/p35 kinase activity | Recombinant CDK5/p35, ADP-Glo luminescence, 60 min | inhibition, % at 10 µM | actives 0.01% (n = 330,000);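 active means highest replicate inhibition of at least 50% and at least 75% of replicates reaching 50%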;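 further: plate controls were DMSO neutral control for no effect and GW8510 at 10 µM for full effect; many of its hits are not listed in these tables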
# dFosB activator: enhances mouse delta FosB homodimer DNA binding | actives 0.99% (n = 340,000) | purified delta FosB, TAMRA-CDK5 oligo fluorescence polarization; percent of positive-control signal above neutral wells | activation, % at 25 µM | P13346;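 active means mean activation above about 17%, with every replicate also reaching it, limit read from the data, passing the limit was not always enough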;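 further: fluorescence polarization rise as delta FosB binds a TAMRA Cdk5 AP-1 oligo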
# Mot1-301 SUMO: inhibitors of SUMOylation pathway: yeast Mot1-301 growth rescue | growth rescue, % at 18.8 µM | S. cerevisiae Mot1-301 growth rescue, ATP luminescence, 38.5C; percent above DMSO median, 100 means doubled | actives 1% (n = 320,000);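 active means every valid replicate shows activation above 250% relative to neutral control wells; inactive means the rest, any valid replicate at or below 250%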;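 further: OY570 slx delta 5 strain wells were the positive control but not used for scaling; some compounds called inactive have numbers as strong as hits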
# PfHsp90 set2: reduces growth (ATP signal) of yeast expressing P. falciparum Hsp90 | S. cerevisiae expressing PfHsp90, BacTiter-Glo ATP, 48 h; yeast lacking PDR1 and PDR3 efflux regulators | inhibition, % at 9.4 µM | actives 0.32% (n = 310,000) | AID 504621;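 active means every replicate shows inhibition above about 80%, whatever the replicate mean, limit read from the data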;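 further: 0% = DMSO neutral controls and 100% = 20 µM radicicol positive controls; yeast relying on Plasmodium falciparum Hsp90 in place of its own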
# RTF Ca sens act: cardiac RTF calcium sensitization | actives 0.24% (n = 340,000) | activation, % at 7.2 µM | IANBD-labeled TnC RTF fluorescence at EC20 calcium; 0% EC20 calcium, 100% full calcium | P19429+P45379;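 active means activation above the mean over all tested compounds plus 3 SD, cut at about 30% in these data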;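 further: rise in fluorescence read as greater calcium sensitivity of cardiac thin filaments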
# Cardiac RTF inh: cardiac RTF calcium desensitization; IANBD-labeled cardiac RTF, Ca2+ fluorescence; actives 0.12% (n = 340,000); P19429+P45379; AID 493244; inhibition, % at 7.15 µM;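 active means inhibition above the mean inhibition of all tested compounds plus 3 SD, cut at about 17% in these data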;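 further: assay run at fixed EC70 calcium of 1.6 mM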
# Rtt109 Vps75: inhibitors of Candida albicans Rtt109/Vps75 histone acetyltransferase | Q5AAJ8 | purified Rtt109/Vps75, ThioGlo CoA-SH fluorescence, 4 h | inhibition, % at 34.9 µM | actives 0.16% (n = 330,000);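 active means inhibition of at least 50% in every replicate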
# Target sequence (Q5AAJ8 whole entry, looked up): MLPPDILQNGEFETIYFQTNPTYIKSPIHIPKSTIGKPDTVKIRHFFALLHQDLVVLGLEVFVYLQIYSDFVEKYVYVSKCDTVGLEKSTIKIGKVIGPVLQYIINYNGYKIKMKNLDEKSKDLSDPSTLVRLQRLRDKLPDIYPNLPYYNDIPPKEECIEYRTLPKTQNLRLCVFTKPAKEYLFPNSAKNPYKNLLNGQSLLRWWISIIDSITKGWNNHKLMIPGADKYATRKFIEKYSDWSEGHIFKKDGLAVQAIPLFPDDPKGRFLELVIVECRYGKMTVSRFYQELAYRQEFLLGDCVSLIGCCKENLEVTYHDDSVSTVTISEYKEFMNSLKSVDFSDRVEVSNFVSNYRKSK
# Keap1-Nrf2 PPI: disrupts human Keap1 binding to Nrf2 peptide. Keap1 Kelch-Nrf2 peptide fluorescence polarization, 1536-well. inhibition, % at 9.4 µM. Q14145. actives 0.15% (n = 340,000). AID 504523; in the data active means inhibition above about 12%;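 further: human Keap1 Kelch domain with fluorescein labeled Nrf2 9mer peptide probe; 0% = neutral control wells and 100% = peptide positive control; higher means more block of Keap1 binding to Nrf2 peptide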
# Target sequence (Q14145 whole entry, looked up, the tested form may be a part): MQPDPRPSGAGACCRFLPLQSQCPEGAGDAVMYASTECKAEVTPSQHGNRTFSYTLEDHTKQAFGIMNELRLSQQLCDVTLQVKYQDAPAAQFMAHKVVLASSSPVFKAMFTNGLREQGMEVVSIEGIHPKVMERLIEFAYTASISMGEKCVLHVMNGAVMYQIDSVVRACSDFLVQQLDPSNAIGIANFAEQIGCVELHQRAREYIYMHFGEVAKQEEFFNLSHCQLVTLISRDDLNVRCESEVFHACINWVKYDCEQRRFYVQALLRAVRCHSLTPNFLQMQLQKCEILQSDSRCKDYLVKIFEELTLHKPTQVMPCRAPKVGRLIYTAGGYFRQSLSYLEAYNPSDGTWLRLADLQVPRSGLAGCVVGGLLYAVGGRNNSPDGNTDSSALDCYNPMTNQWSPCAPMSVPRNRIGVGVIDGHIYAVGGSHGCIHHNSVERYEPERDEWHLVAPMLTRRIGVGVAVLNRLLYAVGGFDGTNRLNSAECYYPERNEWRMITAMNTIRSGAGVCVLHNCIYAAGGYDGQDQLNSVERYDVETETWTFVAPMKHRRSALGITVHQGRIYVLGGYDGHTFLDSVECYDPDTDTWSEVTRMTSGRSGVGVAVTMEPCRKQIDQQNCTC
# * marks the source's active call; other numbers are inactive results; . = not tested or not shown. Compounds as they come. About 3.2% of those tested had a hit in this group.
SMILES,LANA DNA inh,NSD2 HMT inh,PvdQ acylase,CDK5 inh,dFosB activator,Mot1-301 SUMO,PfHsp90 set2,RTF Ca sens act,Cardiac RTF inh,Rtt109 Vps75,Keap1-Nrf2 PPI
Cc1oc2c(c(C)cc3oc(=O)c(CC(=O)NCCCO)c(C)c32)c1C,-1.4,-1,-3,0.1,7,54,23,-1,-5,-5,-2
NS(=O)(=O)c1ccc(CCNC(=O)C(=O)c2cn(CC(=O)N3CCCC3)c3ccccc23)cc1,2.4,1,-5,0.2,-11,-12,14,4,-6,-1,3
c1ccc(-c2cc3ncccc3cn2)cc1,-1.9,.,-12,0.9,3,-1,-9,1,3,-3,-5
COc1ccccc1CCC(=O)OCC(=O)N1c2ccccc2NC(=O)C1(C)C,0.3,0,-8,2.8,-12,-2,-5,1,-8,1,-6
CCCCCOC(=O)C1C2C=CC3(CN(c4ccccc4C)C(=O)C13)O2 (centres undefined),0.2,4,-12,-15,-4,-1,.,3,-6,-13,-5
Cc1cccc(NC(=O)c2cc3c([nH]c4ccccc43)c(C)n2)c1C,0.7,35,-9,-3.7,-7,271,-50,-1,-6,-16,-4
Cc1cc(C(=O)Nc2c(C)nn(Cc3ccc(F)cc3)c2C)on1,-0.8,.,8,0.6,-10,-13,3,7,3,20,-2
Cc1cc(C)cc(OCC(O)CN2CCC(CN3C(=O)c4cccc5cccc(c45)C3=O)CC2)c1 (centres undefined),-7.0,0,-12,0.9,52*,-48,-4,-1,-8,3,-2
Cc1c(-c2ccccc2)c(-c2ccc(OCCN(C)C)cc2)n2ccccc12,1.7,2,-18,0.3,-17,.,-14,6,-3,4,-9
COc1ccc(C2SCC(=O)N2Cc2ccccc2)cc1 (centres undefined),-0.8,1,-16,-0.2,3,-1,2,5,-10,6,2
C#C[C@]1(O)CCC2C3CCC4=Cc5oncc5CC4(C)C3CCC21C (some centres undefined),2.5,.,2,0.1,-12,2,-7,0,14,14,-2
Cc1cc(S(=O)(=O)NC2CCCCC2)ccc1-n1cnnn1,-0.3,-5,-14,0.8,-9,4,12,-3,-3,-1,-5

# 9 of the compounds above, with two lines to a compound:
# Below each SMILES – LANA DNA inh	NSD2 HMT inh	PvdQ acylase	CDK5 inh	dFosB activator	Mot1-301 SUMO	PfHsp90 set2	RTF Ca sens act	Cardiac RTF inh	Rtt109 Vps75	Keap1-Nrf2 PPI
COc1ccccc1CCC(=O)OCC(=O)N1c2ccccc2NC(=O)C1(C)C
 : 0.3	0	-8	2.8	-12	-2	-5	1	-8	1	-6
CCCCCOC(=O)C1C2C=CC3(CN(c4ccccc4C)C(=O)C13)O2 (centres undefined)
 : 0.2	4	-12	-15	-4	-1	.	3	-6	-13	-5
Cc1cccc(NC(=O)c2cc3c([nH]c4ccccc43)c(C)n2)c1C
 : 0.7	35	-9	-3.7	-7	271	-50	-1	-6	-16	-4
Cc1cc(C(=O)Nc2c(C)nn(Cc3ccc(F)cc3)c2C)on1
 : -0.8	.	8	0.6	-10	-13	3	7	3	20	-2
Cc1cc(C)cc(OCC(O)CN2CCC(CN3C(=O)c4cccc5cccc(c45)C3=O)CC2)c1 (centres undefined)
 : -7.0	0	-12	0.9	52*	-48	-4	-1	-8	3	-2
Cc1c(-c2ccccc2)c(-c2ccc(OCCN(C)C)cc2)n2ccccc12
 : 1.7	2	-18	0.3	-17	.	-14	6	-3	4	-9
COc1ccc(C2SCC(=O)N2Cc2ccccc2)cc1 (centres undefined)
 : -0.8	1	-16	-0.2	3	-1	2	5	-10	6	2
C#C[C@]1(O)CCC2C3CCC4=Cc5oncc5CC4(C)C3CCC21C (some centres undefined)
 : 2.5	.	2	0.1	-12	2	-7	0	14	14	-2
Cc1cc(S(=O)(=O)NC2CCCCC2)ccc1-n1cnnn1
 : -0.3	-5	-14	0.8	-9	4	12	-3	-3	-1	-5

# (continued)
SMILES,LANA DNA inh,NSD2 HMT inh,PvdQ acylase,CDK5 inh,dFosB activator,Mot1-301 SUMO,PfHsp90 set2,RTF Ca sens act,Cardiac RTF inh,Rtt109 Vps75,Keap1-Nrf2 PPI
O=C(COc1ccccc1Cl)Nc1ccc(N2CCN(C(=O)c3ccccc3)CC2)cc1,2.1,2,0,-1.1,1,10,13,4,-3,5,7
N#Cc1c(-c2ccccc2)cc(-c2ccccc2)nc1SCCC(=O)O,3.1,1,-10,0.5,-39,3,-7,-3,-13,-4,-4
CCOc1ccc(OCCn2ccnc2)cc1,0.5,0,-2,0.3,0,0,0,-3,2,-4,-3
Cc1cc(=O)[nH]c(N/N=C/C(C)c2ccccc2)n1 (centres undefined),1.5,-6,3,1.0,4,9,6,4,5,27,-2
O=C(CCc1nnc(CCCCc2ccccc2)o1)NCCn1cccn1,-1.5,-4,14,4.0,-1,11,26,-1,-6,.,-4
O=S(=O)(N/N=C\C=C\c1ccccc1)c1ccccc1,0.3,0,-12,0.5,-2,26,5,2,-7,5,-3
CCNc1nc(=S)nc(NC(C)C)[nH]1,-0.9,-2,-10,0.8,-7,-7,-9,4,-18,-5,-2
CCOC(=O)C1=NN(C(C)=O)C2(CC(=O)N(c3ccc(C)c(C)c3)C2=O)C1 (centres undefined),2.5,-4,-4,.,2,-6,-11,-7,5,-16,1
Cc1ccc(C)c(NC(=O)C(NCC(C)(C)N2CCOCC2)c2ccccc2)c1 (centres undefined),3.8,-1,-14,0.8,-4,767*,2,4,-8,1,-1
COc1ccc(/C=N/NC(=O)c2cccc(S(=O)(=O)N3CCCC3)c2)cc1O,-0.2,28,9,-1.3,-8,1,6,-1,4,2,0
COc1cc(OC)c(OC)cc1CN(C)C(c1ccccc1)c1nnnn1-c1ccccc1C (centres undefined),-0.2,3,-13,-0.3,-5,-9,-19,-2,-1,2,-5
Cc1cc(C)nc(NNS(=O)(=O)c2c(C)cc(C(C)(C)C)cc2C)n1,-0.3,0,2,1.1,-4,.,.,-6,-12,-7,3
CCN1CCN(C(c2cccs2)C(C)NC(=O)c2ccccc2F)CC1 (centres undefined),0.7,6,8,0.3,4,-7,-1,2,-2,0,1
COC(=O)[C@@H]1[C@@H](C)N(Cc2ccccc2)C(=O)N[C@H]1c1ccccc1,-1.2,.,13,1.9,2,243,-1,-3,-15,-2,8
Clc1cccc(-c2nc3nc4ccccc4nc3n2Cc2ccco2)c1,-2.0,5,-12,-0.7,-5,-7,8,-6,-27,8,-1
Cc1ccc(OCCN2CCN(c3nc(NCc4ccco4)c4ccccc4n3)CC2)cc1,-0.6,0,-4,-0.1,27*,0,5,-21,-8,3,-3
CC(=O)Nc1ccc(SCC(=O)N2CCN(S(=O)(=O)c3ccccc3)CC2)cc1,-1.2,-1,4,1.5,-3,-14,19,-5,5,29,-4
CN(CCc1ccccn1)C(=O)CCC1CCCN(C(=O)c2n[nH]c3c2CCCC3)C1 (centres undefined),-1.9,0,9,0.6,4,-24,-5,3,2,4,-7
CCCN(CC(=O)Nc1ccccc1C)C(=O)c1ccc(OCC(=O)N2CCOCC2)c(OCC)c1,0.1,-1,-3,1.2,-5,.,8,-1,-14,5,0
O=C(NC1C2CC3CC(C2)CC1C3)c1ccc(Br)o1 (centres undefined),0.8,4,-4,0.0,1,-13,-2,7,-5,0,-3
CSc1ccccc1-n1nnnc1SCc1ccccc1,0.9,-4,-5,-2.4,0,-17,.,2,-2,-1,-7
CC(=O)c1cccc(-c2csc(N3CCC(C(N)=O)CC3)n2)c1,3.4,.,-6,-5.4,-3,-7,4,-2,3,6,-4
CC(=O)c1cccc(NC(=O)COc2ccc(S(=O)(=O)N3CCCCC3)cc2)c1,0.3,3,-12,3.2,-10,22,-6,-1,-10,6,0
O=[N+]([O-])c1cccc(S(=O)(=O)N/N=C/c2ccc(O)cc2)c1,1.1,-1,-1,-0.3,3,-2,-10,2,0,2,3
O=C(CCC(=O)Nc1ccccc1Cl)N/N=C1\CCCc2ccccc21,5.8,1,-3,-1.9,11,59,-1,-2,-15,-10,0
c1ccc(CCn2c3ccccc3c3nnc(SCc4ccc5nonc5c4)nc32)cc1,0.4,-3,-2,1.4,2,123,15,-2,2,-10,-5
Cc1cccc(N(CC(=O)NC2CCCC2)C(=O)c2c(C)noc2C)c1,-0.1,.,1,-0.7,-4,6,.,0,-5,2,3
CCCCn1cnc2c(sc3nc4c(cc32)CSC(C)(C)C4)c1=O,0.8,-1,19,-0.8,-35,4,11,-1,-5,49,3
O=C1C(=O)N(c2ccccc2)C(c2ccccc2)C1c1ccccc1 (centres undefined),-1.5,0,2,0.1,-13,.,-16,-6,-7,-8,6
CCc1ccc(C(=O)NC(=S)Nc2ccccc2N2CCOCC2)cc1,1.2,1,-10,-0.6,-7,8,8,0,-4,-3,-1
Cc1ccc(C(=O)CSc2nn3c(=O)c(C(C)(C)C)nnc3s2)cc1,-0.3,-2,-5,-3.1,-11,8,23,5,-22,1,0
COc1ccc(N(C(=O)c2ccn[nH]2)C(C(=O)NC(C)(C)C)c2ccc(F)cc2)cc1 (centres undefined),-1.0,-1,0,-1.3,-6,-1,0,-5,8,2,-3
O=C(Nc1cnccn1)c1ccncc1,-0.3,-2,-8,-0.8,0,-32,-16,-2,0,-1,-3
COc1ccc(-n2nnnc2SCc2nc(N)nc(N3CCOCC3)n2)cc1,-1.2,0,8,-0.5,6,10,6,-1,5,24,-2
Cc1cccc(-c2nc(Nc3ccc(N4CCOCC4)cc3)c3ccccc3n2)c1,-1.6,0,-19,-0.2,-10,37,12,3,-1,9,-2
Cc1ccc(S(=O)(=O)N(C)C)cc1NC(=O)C(C)OC(=O)/C=C/c1cccs1 (centres undefined),0.5,1,-7,-0.6,-2,81,-1,0,-8,-2,-1
Cc1ccsc1C(=O)OCC(=O)N1CCc2ccccc2C1,-2.9,-1,17,0.4,3,.,.,2,3,-4,-1
CCOc1ccc(Br)cc1S(=O)(=O)Nc1ncn[nH]1,0.0,1,-2,-2.7,3,6,-24,-5,12,-21,0
CN1CCN(S(=O)(=O)c2ccc(N(C)Cc3cccc(F)c3)nc2)CC1,0.5,1,-3,1.4,-3,7,-26,1,-5,-3,-1
Cc1cc(C)c2nc(N(CCCN(C)C)C(=O)c3ccc(S(=O)(=O)N4CCCCCC4)cc3)sc2c1,1.2,.,5,0.7,9,125,19,-7,-7,1,-3
O=C(Cc1ccc(NC(=O)C2CCN(C(=O)C3CCC3)CC2)cc1)Nc1cccc(C(=O)N2CCCCC2)c1,-1.8,.,4,3.4,0,.,15,-7,-4,-2,1

# Source: PubChem BioAssay
